FBW7 activator – activators of human E3 ligase FBW7; hit rate 0.13% among 650,000; Q969H0; AlphaScreen FBW7–phospho-cyclin E peptide binding, activator screen; normalized activity (activation), % at 26.1 µM; in the data active = normalized activity above about 1.9%;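 note: purified mutant Fbw7 with reduced substrate affinity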
Target sequence (Q969H0 whole entry, looked up): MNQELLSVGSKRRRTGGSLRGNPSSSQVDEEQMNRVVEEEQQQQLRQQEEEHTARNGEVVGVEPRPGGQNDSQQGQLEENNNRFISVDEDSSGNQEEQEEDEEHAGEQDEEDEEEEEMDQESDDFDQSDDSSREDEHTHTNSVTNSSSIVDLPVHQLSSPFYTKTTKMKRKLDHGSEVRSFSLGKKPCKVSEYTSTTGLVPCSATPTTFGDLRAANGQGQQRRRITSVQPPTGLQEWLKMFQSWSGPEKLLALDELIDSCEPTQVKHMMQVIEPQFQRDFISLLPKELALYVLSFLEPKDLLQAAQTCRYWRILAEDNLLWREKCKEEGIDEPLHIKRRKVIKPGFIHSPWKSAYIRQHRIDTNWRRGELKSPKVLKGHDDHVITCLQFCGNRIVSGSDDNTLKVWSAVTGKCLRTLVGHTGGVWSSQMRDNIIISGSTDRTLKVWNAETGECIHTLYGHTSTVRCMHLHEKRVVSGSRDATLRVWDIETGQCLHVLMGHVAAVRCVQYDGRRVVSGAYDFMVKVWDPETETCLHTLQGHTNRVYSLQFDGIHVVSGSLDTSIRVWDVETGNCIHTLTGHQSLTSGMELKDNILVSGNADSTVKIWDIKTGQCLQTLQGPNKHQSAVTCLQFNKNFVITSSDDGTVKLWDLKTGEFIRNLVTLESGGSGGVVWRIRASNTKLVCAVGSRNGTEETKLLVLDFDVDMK
GPR151 activ – human GPR151 activation. Q8TDV0. PathHunter beta-arrestin GPR151 cells, luminescence. activation, % at 11.2 µM. hit rate 1% among 650,000; in the data active = activation above about 4.9%;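 note: 0% = median of compound wells and 100% = cells with positive control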
Target sequence (Q8TDV0 whole entry, looked up): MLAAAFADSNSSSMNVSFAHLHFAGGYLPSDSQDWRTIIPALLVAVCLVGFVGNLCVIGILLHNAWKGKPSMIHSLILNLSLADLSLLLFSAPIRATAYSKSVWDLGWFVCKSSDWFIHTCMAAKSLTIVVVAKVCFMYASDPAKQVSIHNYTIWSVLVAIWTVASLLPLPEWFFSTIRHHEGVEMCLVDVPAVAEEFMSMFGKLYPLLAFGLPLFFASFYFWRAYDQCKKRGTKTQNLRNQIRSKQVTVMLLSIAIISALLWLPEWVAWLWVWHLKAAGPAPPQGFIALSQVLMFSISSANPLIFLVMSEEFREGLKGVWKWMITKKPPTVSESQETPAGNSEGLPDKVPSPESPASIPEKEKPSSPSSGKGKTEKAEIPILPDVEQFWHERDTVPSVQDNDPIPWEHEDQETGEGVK
TEAD-YAP inh – TEAD-YAP interaction inhibition. HEK-TIYL cells, TEAD-Gal4/YAP UAS-luciferase luminescence. inhibition, % at 9.12 µM. hit rate 1.4% among 640,000. AID 1259422; in the data active = inhibition above about 32%;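 note: 0% = median of test compound wells and 100% = reference inhibitor wells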
MITF primary – blocks human microphthalmia-associated transcription factor; AlphaScreen MITF homodimerization, bead proximity signal; hit rate 0.91% among 650,000; O75030; inhibition, % at 2.6 µM; in the data active = inhibition above about 50%;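 note: 0% = vehicle wells with protein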
Numbers without * were called inactive.

Results for CCN(CC)c1nc(NC2CCN(Cc3ccccc3)CC2)nc(N2CCc3ccccc3C2)n1 ?
FBW7 activator: 0.6; GPR151 activ: -2.3; TEAD-YAP inh: -13; MITF primary: -4

How did Cc1ccc2c(c1)nnn2C1CCN(C(=O)c2ccccc2F)CC1 do in these assays?
FBW7 activator: -0.1; GPR151 activ: 0.1; TEAD-YAP inh: 3; MITF primary: -23

How did CCOC(=O)CCN(Cc1ccc(Cl)cc1)S(=O)(=O)c1ccc(F)cc1 do in these assays?
FBW7 activator: 0.0; GPR151 activ: 2.4; TEAD-YAP inh: 1; MITF primary: 1

What do the screens show for `Cc1sc2nc(/C=C/c3ccco3)oc(=O)c2c1C`?
FBW7 activator: 0.8; GPR151 activ: 2.3; TEAD-YAP inh: -2; MITF primary: 9

What do the screens show for `O=C1CCC/C1=c1\s/c(=C\c2cccnc2)c(=O)n1-c1ccccc1`?
FBW7 activator: 0.1; GPR151 activ: -0.4; TEAD-YAP inh: 7; MITF primary: 10

How did CCOC(=O)c1cc(S(=O)(=O)NC2CCN(Cc3ccccc3)CC2)cn1C do in these assays?
FBW7 activator: -0.2; GPR151 activ: 0.3; TEAD-YAP inh: 3; MITF primary: 3

Results for COc1ccc(F)c(CN2CCc3nnc(CNC(C)=O)n3CC2)c1 ?
FBW7 activator: -0.1; GPR151 activ: 0.7; TEAD-YAP inh: -3; MITF primary: 5

How did Cc1cc(C)c(OCC(=O)Nc2cccc(Cl)c2Cl)c(C)c1 do in these assays?
FBW7 activator: 0.1; GPR151 activ: -0.6; TEAD-YAP inh: 4; MITF primary: 11

What do the screens show for `CC1(C)CC(=O)C2=C(C1)NC(Nc1nc3ccccc3o1)=NC21CCCCC1`?
FBW7 activator: 0.1; GPR151 activ: 0.8; TEAD-YAP inh: 10; MITF primary: 15

What do the screens show for `Cc1ccccc1NC(=O)Nc1ccnn1C1CCN(Cc2cc(F)cc(F)c2)CC1`?
FBW7 activator: 0.1; GPR151 activ: 0.0; TEAD-YAP inh: 29; MITF primary: 10

Results for O=C(NCc1nc2ccccc2[nH]1)c1cccc(-c2ccc(N3CCOCC3)nc2)c1 ?
FBW7 activator: -0.1; GPR151 activ: 3.9; TEAD-YAP inh: 43*; MITF primary: 3

How did CN1CCCN(C(=O)C2CC23CCN(Cc2ccc4c(c2)CCO4)CC3)CC1 (stereo not drawn) do in these assays?
FBW7 activator: 0.5; GPR151 activ: -1.0; TEAD-YAP inh: 4; MITF primary: -4

Continued (three carried over from the part before).
What do the screens show for `Cc1ccccc1NC(=O)Nc1ccnn1C1CCN(Cc2cc(F)cc(F)c2)CC1`?
FBW7 activator: 0.1; GPR151 activ: 0.0; TEAD-YAP inh: 29; MITF primary: 10

Results for O=C(NCc1nc2ccccc2[nH]1)c1cccc(-c2ccc(N3CCOCC3)nc2)c1 ?
FBW7 activator: -0.1; GPR151 activ: 3.9; TEAD-YAP inh: 43*; MITF primary: 3

How did CN1CCCN(C(=O)C2CC23CCN(Cc2ccc4c(c2)CCO4)CC3)CC1 (stereo not drawn) do in these assays?
FBW7 activator: 0.5; GPR151 activ: -1.0; TEAD-YAP inh: 4; MITF primary: -4

How did CC(c1ccccc1)N1C(=O)C2C(C(=O)Nc3ccc(Cl)cc3)C3C=CC2(O3)C1C(=O)NC1CCCCC1 (stereo not drawn) do in these assays?
FBW7 activator: -0.2; GPR151 activ: 5.2*; TEAD-YAP inh: 4; MITF primary: -1

What do the screens show for `COC(=O)C1=C(C)N(c2ccc(OC)c(OC)c2)C(=O)/C1=C\c1ccc(Cl)cc1`?
FBW7 activator: 0.2; GPR151 activ: -1.1; TEAD-YAP inh: 4; MITF primary: -3

What do the screens show for `CCCCOc1ccc(OC(=O)c2sc3ncn(Cc4ccccc4F)c(=O)c3c2C)cc1`?
FBW7 activator: -0.1; GPR151 activ: -0.2; TEAD-YAP inh: -5; MITF primary: -4

Results for Cc1cc(I)ccc1NC(=O)C1CC(O)CN1C(=O)Oc1ccccc1 (stereo not drawn) ?
FBW7 activator: 0.0; GPR151 activ: 0.9; TEAD-YAP inh: 6; MITF primary: 12

What do the screens show for `O=C(CSc1nc2ccccc2c2nc(CCN3CCCCC3)nn12)NCc1ccccc1`?
FBW7 activator: 0.0; GPR151 activ: -0.1; TEAD-YAP inh: 6; MITF primary: 8

Results for Cc1ccc(-c2[nH]nc3c2C(c2ccccc2OC(=O)c2ccccc2Cl)C(C#N)=C(N)O3)cc1 (stereo not drawn) ?
FBW7 activator: -0.1; GPR151 activ: 1.8; TEAD-YAP inh: 10; MITF primary: 4

Results for CCOc1cc(N2CCOCC2)c(OCC)cc1NC(=O)c1cc(Cl)c(Cl)cc1C(=O)O ?
FBW7 activator: -0.2; GPR151 activ: -1.0; TEAD-YAP inh: 18; MITF primary: 70*

How did Cn1c(=O)oc2cc(S(=O)(=O)N3CCn4c3nc3ccccc34)ccc21 do in these assays?
FBW7 activator: -0.1; GPR151 activ: 0.8; TEAD-YAP inh: -11; MITF primary: 3

How did COc1ccccc1C/C(N)=N/OC(=O)c1cccc([N+](=O)[O-])c1C do in these assays?
FBW7 activator: -0.1; GPR151 activ: -0.9; TEAD-YAP inh: -7; MITF primary: 5

How did Cc1cc(OC(=O)c2ccc(S(=O)(=O)N3CCCC3)cc2)c([N+](=O)[O-])c(=O)[nH]1 do in these assays?
FBW7 activator: 0.1; GPR151 activ: -0.7; TEAD-YAP inh: -4; MITF primary: 12

Results for COC(=O)C1=C(C)N(c2ccc(Cl)cc2)C(=O)/C1=C\c1ccccc1O ?
FBW7 activator: 0.2; GPR151 activ: 0.0; TEAD-YAP inh: 3; MITF primary: 13

What do the screens show for `CCC1CCCCN1S(=O)(=O)c1cc(Br)cc2c1N(C(C)=O)C(C)C2` (stereo not drawn)?
FBW7 activator: -0.1; GPR151 activ: 1.0; TEAD-YAP inh: 0; MITF primary: 2

How did O=C(COc1ccc(Br)cc1)NC(=S)Nc1ccc(C(=O)O)cc1 do in these assays?
FBW7 activator: 0.0; GPR151 activ: -0.7; TEAD-YAP inh: 2; MITF primary: 1

Results for CCOc1cc(C2CC(=O)NC3=C2C(=O)CC(C)(C)C3)cc([N+](=O)[O-])c1O (stereo not drawn) ?
FBW7 activator: 0.2; GPR151 activ: 0.4; TEAD-YAP inh: -20; MITF primary: 17

Results for COc1ccc(N2C(=O)CC(SCC(=O)Nc3ccc(Cl)c(Cl)c3)C2=O)cc1 (stereo not drawn) ?
FBW7 activator: -0.2; GPR151 activ: -1.0; TEAD-YAP inh: 1; MITF primary: -4

What do the screens show for `Cc1occc1C(=O)N/N=C/c1c2ccccc2cc2ccccc12`?
FBW7 activator: 0.2; GPR151 activ: 1.8; TEAD-YAP inh: -6; MITF primary: 7

Results for COc1ccccc1Cc1nnc(C(=O)NC2CCCC2)o1 ?
FBW7 activator: 0.0; GPR151 activ: -0.8; TEAD-YAP inh: 1; MITF primary: 5

Results for FC(F)(F)c1ccccc1CN1CCN(Cc2ccccn2)CC1 ?
FBW7 activator: 0.1; GPR151 activ: 2.9; TEAD-YAP inh: 2; MITF primary: 78*

Results for COc1ccc(C2(CC(=O)N(C)Cc3ccc(F)cc3)CC(=O)N(C3CC3)C2=O)cc1 (stereo not drawn) ?
FBW7 activator: 0.7; GPR151 activ: 0.0; TEAD-YAP inh: -8; MITF primary: 14

Results for Cc1cc(S(=O)(=O)N(Cc2cccn2C)C2CC2)c(Cl)cc1Cl ?
FBW7 activator: 0.3; GPR151 activ: 1.0; TEAD-YAP inh: -4; MITF primary: 12

How did CC(C)CNC(=O)CN1C(=O)c2ccccc2S1(=O)=O do in these assays?
FBW7 activator: 0.0; GPR151 activ: -0.5; TEAD-YAP inh: 3; MITF primary: -3

How did O=c1cc(-c2ccccc2)c2ccc(O)c(O)c2o1 do in these assays?
FBW7 activator: 0.0; GPR151 activ: -1.7; TEAD-YAP inh: -1; MITF primary: 2

Results for O=C(O)CSc1ncnc2c1oc1ccccc12 ?
FBW7 activator: 0.1; GPR151 activ: -1.5; TEAD-YAP inh: -3; MITF primary: -2

How did O=S(=O)(O)c1cc(I)c(O)c2ncccc12 do in these assays?
FBW7 activator: -0.4; GPR151 activ: -0.3; TEAD-YAP inh: 0; MITF primary: 123*

The last 3 compounds of the part above are carried over, then new ones follow.
How did O=c1cc(-c2ccccc2)c2ccc(O)c(O)c2o1 do in these assays?
FBW7 activator: 0.0; GPR151 activ: -1.7; TEAD-YAP inh: -1; MITF primary: 2

Results for O=C(O)CSc1ncnc2c1oc1ccccc12 ?
FBW7 activator: 0.1; GPR151 activ: -1.5; TEAD-YAP inh: -3; MITF primary: -2

How did O=S(=O)(O)c1cc(I)c(O)c2ncccc12 do in these assays?
FBW7 activator: -0.4; GPR151 activ: -0.3; TEAD-YAP inh: 0; MITF primary: 123*

How did O=C(CN1C(=O)C2C3C=CC(C3)C2C1=O)Nc1ccc(C23CC4CC(CC(C4)C2)C3)cc1 (stereo not drawn) do in these assays?
FBW7 activator: 0.2; GPR151 activ: 0.3; TEAD-YAP inh: 0; MITF primary: 3

How did CCOc1ccc(N(C(C)C(N)=O)S(C)(=O)=O)cc1 (stereo not drawn) do in these assays?
FBW7 activator: -0.2; GPR151 activ: -1.6; TEAD-YAP inh: -5; MITF primary: -1

Results for CC(=O)c1ccc(S(=O)(=O)NC2CC(=O)N(c3cccc(F)c3)C2)cc1 (stereo not drawn) ?
FBW7 activator: -0.1; GPR151 activ: -1.1; TEAD-YAP inh: -11; MITF primary: 5

How did CC(=O)c1ccc(NC(=O)c2ccc(S(=O)(=O)N3CCC(C)CC3)cc2)cc1 do in these assays?
FBW7 activator: -0.1; GPR151 activ: 0.8; TEAD-YAP inh: -6; MITF primary: -7

What do the screens show for `COc1cc(C)c(S(=O)(=O)N2CCOCC2)cc1C(C)C`?
FBW7 activator: 0.0; GPR151 activ: -0.9; TEAD-YAP inh: 1; MITF primary: 15

Results for CCC(Nc1c([N+](=O)[O-])cc(C(F)(F)F)cc1[N+](=O)[O-])C(=O)O (stereo not drawn) ?
FBW7 activator: 0.0; GPR151 activ: 6.0*; TEAD-YAP inh: 4; MITF primary: -4

How did O=C1Nc2cc(C(=O)N3CCOCC3)ccc2Sc2ccccc21 do in these assays?
FBW7 activator: 0.9; GPR151 activ: -1.0; TEAD-YAP inh: -2; MITF primary: 11

How did COc1ccc(-c2ccc(SCC(=O)Nc3cccc(NC(C)=O)c3)nn2)cc1 do in these assays?
FBW7 activator: 0.1; GPR151 activ: -2.7; TEAD-YAP inh: -30; MITF primary: 8

How did O=C(Cn1c(-c2cccnc2)nc2ccccc21)Nc1cccc(F)c1 do in these assays?
FBW7 activator: -0.2; GPR151 activ: 0.5; TEAD-YAP inh: -4; MITF primary: 1

How did COc1ccc(C2c3[nH]c4ccccc4c3CC3C(=O)N(c4ccccc4)C(=O)N32)cc1 (stereo not drawn) do in these assays?
FBW7 activator: -0.2; GPR151 activ: 0.1; TEAD-YAP inh: 10; MITF primary: -1

How did Cc1cc(F)ccc1S(=O)(=O)N1CCCOC1CNC(=O)C(=O)NCCC(C)C (stereo not drawn) do in these assays?
FBW7 activator: -0.3; GPR151 activ: 0.7; TEAD-YAP inh: -4; MITF primary: -11

What do the screens show for `CC(=O)c1cccc(-c2nc3c(N)ncnc3n2C(C)C)c1`?
FBW7 activator: 0.0; GPR151 activ: 2.0; TEAD-YAP inh: -28; MITF primary: 4

What do the screens show for `COc1ccc(OC)c(N(C)C(=O)c2cc(S(=O)(=O)N3CCCC3)cn2C)c1`?
FBW7 activator: -0.1; GPR151 activ: -0.6; TEAD-YAP inh: 11; MITF primary: 9

Results for O=C(Nc1nc2ccc3ccccc3c2s1)c1ccc(Br)cc1 ?
FBW7 activator: 0.1; GPR151 activ: -0.4; TEAD-YAP inh: 2; MITF primary: -12

What do the screens show for `O=C(NCCc1ccccc1)c1ccc2c(=O)n(Cc3ccccc3Cl)c(=S)[nH]c2c1`?
FBW7 activator: 0.8; GPR151 activ: 0.3; TEAD-YAP inh: -6; MITF primary: 8

Results for Cc1cccc(OCC(=O)N2CCN(C3=NS(=O)(=O)c4ccccc43)CC2)c1 ?
FBW7 activator: -0.1; GPR151 activ: -0.2; TEAD-YAP inh: -14; MITF primary: -8

What do the screens show for `O=[N+]([O-])c1cc(/C=N/NC(=S)NC2CCCCC2)ccc1O`?
FBW7 activator: -0.6; GPR151 activ: 0.4; TEAD-YAP inh: -20; MITF primary: -3

What do the screens show for `Cc1c(Cc2ccc(Cl)cc2)c(N2CCN(c3ccccn3)CC2)n2c(nc3ccccc32)c1C#N`?
FBW7 activator: -0.1; GPR151 activ: -0.3; TEAD-YAP inh: -1; MITF primary: 5

Results for Cc1ccc(Cl)cc1N1CCN(C(=O)c2ccc3c(c2)NC(=O)C(CS(=O)(=O)Cc2ccc(F)cc2)N3)CC1 (stereo not drawn) ?
FBW7 activator: 0.1; GPR151 activ: 2.4; TEAD-YAP inh: 8; MITF primary: -3

How did O=C1c2ccccc2C(=O)N1CC(O)COc1ccc([N+](=O)[O-])cc1 (stereo not drawn) do in these assays?
FBW7 activator: -0.1; GPR151 activ: -1.8; TEAD-YAP inh: -9; MITF primary: -4

What do the screens show for `CC(=O)Nc1cccc(NC(=O)Nc2cccc(Cl)c2)c1`?
FBW7 activator: -0.1; GPR151 activ: 2.3; TEAD-YAP inh: -38; MITF primary: -6

What do the screens show for `COc1cccc(-n2c(SCC(=O)N3C(C)CCCC3C)nnc2-c2cccnc2)c1` (stereo not drawn)?
FBW7 activator: -0.1; GPR151 activ: 0.6; TEAD-YAP inh: -4; MITF primary: 0

How did CCC(C)c1ccc(NC(=O)c2c(-c3ccccc3Cl)noc2C)cc1 (stereo not drawn) do in these assays?
FBW7 activator: -0.1; GPR151 activ: 3.1; TEAD-YAP inh: 11; MITF primary: 3

Screens as filed in PubChem.
